SRC3 inh: human NCOA3 inhibition | inhibition, % at 3.6 µM | HEK293 GAL4-SRC3 luciferase reporter, luminescence | AID 588352 | 0.17% of 360,000 active;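 active means inhibition above a per-campaign cutoff, the mean of all compounds plus 3 SD, cut at about 60% in these data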;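 further: 0% = DMSO-treated cells and 100% = gossypol-treated cells at 36 µM; higher means less SRC3-driven luciferase light from the GAL4 reporter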
MC4R antag cAMP: antagonists of human melanocortin 4 receptor (MC4R); inhibition, % at 6.5 µM; AID 540295; 0.48% of 360,000 active; MC4R-expressing cells, MTII-stimulated cAMP, LANCE TR-FRET; P32245;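 active means inhibition above its plate's cutoff, the mean of tested wells on that plate plus 3 SD, cut at about 29% in these data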;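 further: 0% = Melanotan II alone and 100% = Melanotan II plus saturating MCL0020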
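Assay system: U2OS-MC4R stable cell line; Also added: Melanotan II; Technique: Eu-cAMP/anti-cAMP TR-FRET, emission 671 nm; Times: 30-min compound, 1-h challenge, 1-h detection, room temperature.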
TLR9-MyD88 inh: inhibitors of human TLR9-MyD88 binding; 0.21% of 340,000 active; CHO BLA complementation TLR9-MyD88, CCF4 FRET ratio; inhibition, % at 4.98 µM; Q9NR96+Q99836;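 active means inhibition above the mean over all tested compounds plus 3 SD, cut at about 21% in these data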;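 further: 0% = DMSO only wells and 100% = clavulanate BLA inhibitor control wells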
Target sequence (Q99836 whole entry, looked up): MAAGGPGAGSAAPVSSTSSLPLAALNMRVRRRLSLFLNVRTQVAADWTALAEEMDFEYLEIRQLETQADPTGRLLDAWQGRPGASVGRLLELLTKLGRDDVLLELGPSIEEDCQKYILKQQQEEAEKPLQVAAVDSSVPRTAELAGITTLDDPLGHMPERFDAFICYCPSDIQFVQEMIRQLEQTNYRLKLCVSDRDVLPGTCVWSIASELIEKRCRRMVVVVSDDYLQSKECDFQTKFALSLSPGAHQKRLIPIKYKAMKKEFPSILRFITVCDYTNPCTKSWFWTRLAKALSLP
Target sequence (Q9NR96 whole entry, looked up): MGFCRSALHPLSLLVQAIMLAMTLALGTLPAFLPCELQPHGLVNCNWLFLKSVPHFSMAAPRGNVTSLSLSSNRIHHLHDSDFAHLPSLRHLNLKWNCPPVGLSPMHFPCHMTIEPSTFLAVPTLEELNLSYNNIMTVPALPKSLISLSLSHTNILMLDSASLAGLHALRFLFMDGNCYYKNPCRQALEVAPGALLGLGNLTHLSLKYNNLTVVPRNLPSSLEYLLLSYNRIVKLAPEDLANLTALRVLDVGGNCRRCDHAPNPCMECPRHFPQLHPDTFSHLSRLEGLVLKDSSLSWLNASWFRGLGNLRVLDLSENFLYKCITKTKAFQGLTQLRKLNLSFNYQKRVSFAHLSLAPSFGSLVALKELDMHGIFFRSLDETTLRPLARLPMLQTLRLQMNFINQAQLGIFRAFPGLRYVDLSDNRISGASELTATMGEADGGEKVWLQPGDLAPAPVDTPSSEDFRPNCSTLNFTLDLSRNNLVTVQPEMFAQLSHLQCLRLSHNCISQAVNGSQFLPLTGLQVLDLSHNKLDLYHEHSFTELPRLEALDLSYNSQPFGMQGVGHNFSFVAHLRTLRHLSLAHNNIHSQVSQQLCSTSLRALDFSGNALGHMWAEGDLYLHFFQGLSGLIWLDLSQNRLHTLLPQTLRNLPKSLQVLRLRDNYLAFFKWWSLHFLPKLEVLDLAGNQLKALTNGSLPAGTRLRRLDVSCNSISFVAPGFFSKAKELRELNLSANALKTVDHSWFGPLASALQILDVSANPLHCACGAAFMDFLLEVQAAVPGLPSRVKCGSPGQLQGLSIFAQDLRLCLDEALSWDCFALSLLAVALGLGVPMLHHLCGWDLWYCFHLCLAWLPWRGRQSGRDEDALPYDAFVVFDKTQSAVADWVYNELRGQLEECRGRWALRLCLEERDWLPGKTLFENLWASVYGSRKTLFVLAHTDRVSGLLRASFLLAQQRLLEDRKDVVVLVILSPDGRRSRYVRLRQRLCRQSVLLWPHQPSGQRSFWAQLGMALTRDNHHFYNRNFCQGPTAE
NOD2 RIPK2 PPI: NOD2-RIPK2 protein interaction inhibition. O43353. CHO BLA complementation NOD2-RIPK2, CCF4 ratio. inhibition, % at 4.98 µM. 0.38% of 360,000 active. AID 624267; in the data active means inhibition above about 21%;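 further: 0% = vehicle only and 100% = reference blocker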
LMP1 NFkB inh: reduces LMP1-driven NF-kappaB luciferase signal; LMP1-induced NF-kappaB luciferase reporter cells, luminescence; inhibition, % at 12.5 µM; 0.69% of 350,000 active; in the data active means inhibition above about 41%;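 further: 0% = neutral control wells and 100% = reference inhibitor control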
ABHD5 PLIN5 PPI: inhibitors of human ABHD5-perilipin-5 interaction. Q00G26+Q8WTS1. Split G. princeps luciferase complementation, luminescence, 4 h. inhibition, % at 4 µM. 0.78% of 360,000 active;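 active means inhibition above the mean inhibition across every tested compound plus 3 SD, cut at about 22% in these data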;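 further: 0% = DMSO only wells and the 100% control is not disclosed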
COUP-TFII inh: blocks human COUP-TFII nuclear receptor | P24468 | HEK293T NGFI-A luciferase reporter, luminescence | inhibition, % at 8.6 µM | 0.7% of 370,000 active | AID 686940;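 active means inhibition above a per-plate cutoff, mean inhibition of test wells between control levels plus 3 SD, cut at about 38% in these data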;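 further: cells cotransfected with COUP-TFII expression vector driving the NGFI-A reporter; 0% = median of COUP-TF2 test wells and 100% = reporter-only cells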
MC4R ag barr: activates human MC4R beta-arrestin recruitment. P32245. U2OS MC4R beta-arrestin complementation, luminescence; percent of melanotan II response, DMSO zero. activation, % at 8.9 µM. 0.98% of 360,000 active. AID 540308;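 active means activation above a per-plate cutoff, the mean activation of sample wells on that plate plus 3 SD, cut at about 8% in these data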
LRH-1 inv ag: suppresses constitutive activity of human LRH-1; O00482; HEK293T StAR-luciferase reporter, LRH-1 transfected, 24 h; inhibition, % at 3.6 µM; 0.13% of 360,000 active; AID 602396;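 active means inhibition above the mean inhibition of all tested compounds plus 3 SD, cut at about 73% in these data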;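 further: 0% = DMSO wells and 100% = reporter-only cells lacking LRH-1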
SRC2 inh: inhibits human steroid receptor coactivator 2. Q15596. HEK293 GAL4-SRC2 luciferase reporter, luminescence. inhibition, % at 9 µM. 0.17% of 370,000 active. AID 651957;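 active means inhibition above the mean inhibition of all tested compounds plus 3 SD, set per campaign, cut at about 52% in these data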;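 further: 0% = DMSO treated cells and 100% = cells given Gossypol at 36 µM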
NCOA1 inh: human NCOA1 inhibition; Q15788; HEK293 GAL4-SRC1 luciferase reporter, luminescence; inhibition, % at 3.6 µM; 0.12% of 360,000 active; AID 588354;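 active means inhibition above the campaign mean plus 3 SD, with each screening campaign given its own cutoff, cut at about 60% in these data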;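 further: 0% = DMSO treated cells and 100% = gossypol at 36 µM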
* hit, by the source's call. Not all compounds are listed. The share of hits here may be higher or lower than overall.

Cc1ccc(S(=O)(=O)N2CCOCC2)cc1C(=O)OCC(=O)NC1CCS(=O)(=O)C1 (configuration not stated) was read as SRC3 inh 7, MC4R antag cAMP 6, TLR9-MyD88 inh -13, NOD2 RIPK2 PPI -1, LMP1 NFkB inh 2, ABHD5 PLIN5 PPI 3, COUP-TFII inh 22, MC4R ag barr 0.2, LRH-1 inv ag -1, SRC2 inh 18 and NCOA1 inh 8.
Cc1cc(-c2ccc(S(=O)(=O)NCc3ccc(F)cc3)cc2)on1 was read as SRC3 inh -6, MC4R antag cAMP -3, TLR9-MyD88 inh 0, NOD2 RIPK2 PPI 1, LMP1 NFkB inh 8, ABHD5 PLIN5 PPI 1, COUP-TFII inh 14, MC4R ag barr -1.5, LRH-1 inv ag -7, SRC2 inh -31 and NCOA1 inh 1.
COc1ccc(S(=O)(=O)N2CCN(CC(=O)Nc3cccc(OC)c3)CC2)cc1 was read as SRC3 inh 8, MC4R antag cAMP 7, TLR9-MyD88 inh 0, NOD2 RIPK2 PPI 3, LMP1 NFkB inh 56*, ABHD5 PLIN5 PPI 0, COUP-TFII inh 5, MC4R ag barr -3.7, LRH-1 inv ag 3, SRC2 inh -21 and NCOA1 inh 0.
For CCC(C)NC(=O)COC(=O)c1oc2ccccc2c1CSc1ccc(Cl)cc1 (configuration not stated) the results were SRC3 inh 8, MC4R antag cAMP 3, TLR9-MyD88 inh -6, NOD2 RIPK2 PPI -17, LMP1 NFkB inh 8, ABHD5 PLIN5 PPI -2, COUP-TFII inh 16, MC4R ag barr -0.3, LRH-1 inv ag -5, SRC2 inh -29 and NCOA1 inh 12.
`O=C(CSc1nc(-c2ccccc2)cs1)NCc1ccco1` gave SRC3 inh -4, MC4R antag cAMP 8, TLR9-MyD88 inh 2, NOD2 RIPK2 PPI 1, LMP1 NFkB inh -2, ABHD5 PLIN5 PPI 4, COUP-TFII inh -17, MC4R ag barr -0.5, LRH-1 inv ag -30, SRC2 inh -23 and NCOA1 inh -31.
`O=C(Nc1ccccc1)NC1CCN(Cc2nnnn2C2CCCCC2)CC1` gave SRC3 inh 6, MC4R antag cAMP 5, TLR9-MyD88 inh 2, NOD2 RIPK2 PPI -1, LMP1 NFkB inh -8, ABHD5 PLIN5 PPI -3, COUP-TFII inh -2, MC4R ag barr -1.9, LRH-1 inv ag -13, SRC2 inh -19 and NCOA1 inh -2.
For Cc1ccc(S(=O)(=O)Nc2ccc(=O)n(Cc3ccc(Cl)c(Cl)c3)c2)cc1 the results were SRC3 inh 4, MC4R antag cAMP 3, TLR9-MyD88 inh 8, NOD2 RIPK2 PPI -1, LMP1 NFkB inh 0, ABHD5 PLIN5 PPI -6, COUP-TFII inh -3, MC4R ag barr -1.2, LRH-1 inv ag 11, SRC2 inh -22 and NCOA1 inh 11.
For S=C(Nc1ccccc1)Nc1ccc(Br)cc1 the results were SRC3 inh 7, MC4R antag cAMP -9, TLR9-MyD88 inh -5, NOD2 RIPK2 PPI 6, LMP1 NFkB inh -6, ABHD5 PLIN5 PPI -7, COUP-TFII inh -3, MC4R ag barr 1.7, LRH-1 inv ag -16, SRC2 inh -9 and NCOA1 inh -1.
Screening O=S(=O)(CCNCc1cccs1)c1ccc(Cl)cc1 returned SRC3 inh 6, MC4R antag cAMP 16, TLR9-MyD88 inh 4, NOD2 RIPK2 PPI -6, LMP1 NFkB inh -6, ABHD5 PLIN5 PPI 8, COUP-TFII inh 14, MC4R ag barr 1.1, LRH-1 inv ag 1, SRC2 inh -8 and NCOA1 inh -2.
For O=C(NCCc1ccc2c(c1)OCCO2)c1cc(F)cc(F)c1 the results were SRC3 inh -10, MC4R antag cAMP 6, TLR9-MyD88 inh 0, NOD2 RIPK2 PPI -1, LMP1 NFkB inh -17, ABHD5 PLIN5 PPI -8, COUP-TFII inh 1, MC4R ag barr -2.7, LRH-1 inv ag -29, SRC2 inh -29 and NCOA1 inh -24.
`O=C(O)c1ccc(CSc2nnc(-c3ccco3)o2)cc1` gave SRC3 inh 6, MC4R antag cAMP 6, TLR9-MyD88 inh -3, NOD2 RIPK2 PPI -2, LMP1 NFkB inh -4, ABHD5 PLIN5 PPI 6, COUP-TFII inh -9, MC4R ag barr -0.9, LRH-1 inv ag -11, SRC2 inh -11 and NCOA1 inh -29.
Screening O=C1C=C(c2cccc3c2oc2ccccc23)C[C@@H](c2ccc(F)cc2)C1 returned SRC3 inh 10, MC4R antag cAMP 9, TLR9-MyD88 inh 4, NOD2 RIPK2 PPI 3, LMP1 NFkB inh -5, ABHD5 PLIN5 PPI 2, COUP-TFII inh -3, MC4R ag barr 0.6, LRH-1 inv ag 6, SRC2 inh -11 and NCOA1 inh -1.
`COc1cc(OC)c(CN2CCC(CO)(CCOc3ccccc3)CC2)c(OC)c1` gave SRC3 inh 12, MC4R antag cAMP -4, TLR9-MyD88 inh 0, NOD2 RIPK2 PPI 2, LMP1 NFkB inh 0, ABHD5 PLIN5 PPI 2, COUP-TFII inh -9, MC4R ag barr 0.2, LRH-1 inv ag 17, SRC2 inh 6 and NCOA1 inh 9.
For CCOC(=O)c1c(NC(=S)Nc2ccc(C)cc2)sc2c1CCC2 the results were SRC3 inh -7, MC4R antag cAMP 4, TLR9-MyD88 inh -2, NOD2 RIPK2 PPI 0, LMP1 NFkB inh 9, ABHD5 PLIN5 PPI -2, COUP-TFII inh 21, MC4R ag barr 3.3, LRH-1 inv ag 8, SRC2 inh -11 and NCOA1 inh -6.
For COc1ccc(-c2nc(C(N)=O)c3[nH]c(=O)n(-c4cccc(Cl)c4)c3n2)cc1OC the results were SRC3 inh -6, MC4R antag cAMP -3, TLR9-MyD88 inh 0, NOD2 RIPK2 PPI 3, LMP1 NFkB inh -20, ABHD5 PLIN5 PPI -9, COUP-TFII inh 6, MC4R ag barr 13*, LRH-1 inv ag 50, SRC2 inh 11 and NCOA1 inh -11.
Screening CC(=O)c1ccc(CCCCCCCCCC(=O)O)s1 returned SRC3 inh 3, MC4R antag cAMP 14, TLR9-MyD88 inh -1, NOD2 RIPK2 PPI 6, LMP1 NFkB inh -2, ABHD5 PLIN5 PPI -11, COUP-TFII inh 13, MC4R ag barr -0.6, LRH-1 inv ag -5, SRC2 inh -4 and NCOA1 inh -6.
For O=C1c2ccccc2C(Nc2ccc3c(c2)OCCO3)N1c1ccc(Cl)cn1 (configuration not stated) the results were SRC3 inh -25, MC4R antag cAMP 15, TLR9-MyD88 inh -1, NOD2 RIPK2 PPI 6, LMP1 NFkB inh -8, ABHD5 PLIN5 PPI -10, COUP-TFII inh -28, MC4R ag barr 4.2, LRH-1 inv ag -106, SRC2 inh -55 and NCOA1 inh -44.
For N#CCCN1CCN(CCC#N)c2ccccc21 the results were SRC3 inh 5, MC4R antag cAMP -6, TLR9-MyD88 inh -12, NOD2 RIPK2 PPI -2, LMP1 NFkB inh 5, ABHD5 PLIN5 PPI -10, COUP-TFII inh -13, MC4R ag barr 0.2, LRH-1 inv ag 14, SRC2 inh -19 and NCOA1 inh -14.
`O=c1cc(N2CCc3ccccc3C2)[nH]c(=O)n1-c1ccc(Br)cc1` gave SRC3 inh 5, MC4R antag cAMP 15, TLR9-MyD88 inh -14, NOD2 RIPK2 PPI -15, LMP1 NFkB inh 5, ABHD5 PLIN5 PPI -3, COUP-TFII inh -11, MC4R ag barr -0.5, LRH-1 inv ag 14, SRC2 inh -11 and NCOA1 inh 6.
O=C(O)c1ccc(NC(=S)NC(=O)c2cccc(COc3ccccc3)c2)cc1 was read as SRC3 inh -8, MC4R antag cAMP 7, TLR9-MyD88 inh 11, NOD2 RIPK2 PPI -2, LMP1 NFkB inh -7, ABHD5 PLIN5 PPI -6, COUP-TFII inh -3, MC4R ag barr -1.1, LRH-1 inv ag -10, SRC2 inh -9 and NCOA1 inh -21.

A section from the list above:
For CCOC(=O)c1c(NC(=S)Nc2ccc(C)cc2)sc2c1CCC2 the results were SRC3 inh -7, MC4R antag cAMP 4, TLR9-MyD88 inh -2, NOD2 RIPK2 PPI 0, LMP1 NFkB inh 9, ABHD5 PLIN5 PPI -2, COUP-TFII inh 21, MC4R ag barr 3.3, LRH-1 inv ag 8, SRC2 inh -11 and NCOA1 inh -6.
For COc1ccc(-c2nc(C(N)=O)c3[nH]c(=O)n(-c4cccc(Cl)c4)c3n2)cc1OC the results were SRC3 inh -6, MC4R antag cAMP -3, TLR9-MyD88 inh 0, NOD2 RIPK2 PPI 3, LMP1 NFkB inh -20, ABHD5 PLIN5 PPI -9, COUP-TFII inh 6, MC4R ag barr 13*, LRH-1 inv ag 50, SRC2 inh 11 and NCOA1 inh -11.
Screening CC(=O)c1ccc(CCCCCCCCCC(=O)O)s1 returned SRC3 inh 3, MC4R antag cAMP 14, TLR9-MyD88 inh -1, NOD2 RIPK2 PPI 6, LMP1 NFkB inh -2, ABHD5 PLIN5 PPI -11, COUP-TFII inh 13, MC4R ag barr -0.6, LRH-1 inv ag -5, SRC2 inh -4 and NCOA1 inh -6.

The list continues.
COc1ccccc1N1CCN(C(=O)C2CC2)CC1 was read as SRC3 inh 3, MC4R antag cAMP -4, NOD2 RIPK2 PPI 1, ABHD5 PLIN5 PPI 2, COUP-TFII inh -1, MC4R ag barr -1.3, LRH-1 inv ag 1, SRC2 inh -1 and NCOA1 inh 0.
For CCOc1ccc2[nH]c(SCC(=O)OC)c([N+](=O)[O-])c2c1 the results were SRC3 inh 17, MC4R antag cAMP 21, TLR9-MyD88 inh 7, NOD2 RIPK2 PPI 9, LMP1 NFkB inh 7, ABHD5 PLIN5 PPI 2, COUP-TFII inh 5, MC4R ag barr -2.2, LRH-1 inv ag 4, SRC2 inh 9 and NCOA1 inh 10.
`COc1cccc(Nc2cc(C)c3ccccc3n2)c1` gave SRC3 inh -70, MC4R antag cAMP 0, TLR9-MyD88 inh -7, NOD2 RIPK2 PPI 4, LMP1 NFkB inh -19, ABHD5 PLIN5 PPI 4, COUP-TFII inh -24, MC4R ag barr 0.1, LRH-1 inv ag -23, SRC2 inh -21 and NCOA1 inh -13.
Screening Cc1ccc(Nc2nc(N)nc(CSC(=S)N3CCN(c4ccccc4)CC3)n2)cc1 returned SRC3 inh 16, MC4R antag cAMP -2, TLR9-MyD88 inh 1, NOD2 RIPK2 PPI -7, LMP1 NFkB inh 4, ABHD5 PLIN5 PPI 4, COUP-TFII inh 17, MC4R ag barr -1.1, LRH-1 inv ag 4, SRC2 inh -36 and NCOA1 inh 2.

Source: PubChem (several laboratories)
